# SENP1 FRET inh: human SENP1 catalytic domain inhibitors, primary screen, biochemical, FRET, uHTS; Sentrin-specific protease 1 (Homo sapiens), Q9P0U3; recombinant SENP1 catalytic domain, CyPet-SUMO1-YPet FRET cleavage; inhibition, % at 10 µM; hit rate 0.21% among 360,000;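 active means inhibition at least 30% at 10 µM, raw YFP signal under a set limit, fluorescence ratio 0.5 to 1.5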;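 further: 0% = enzyme with DMSO and 100% = no enzyme wells; some results filed as inactive read as strong as hits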
# Target sequence (Q9P0U3 419-644 limits assumed): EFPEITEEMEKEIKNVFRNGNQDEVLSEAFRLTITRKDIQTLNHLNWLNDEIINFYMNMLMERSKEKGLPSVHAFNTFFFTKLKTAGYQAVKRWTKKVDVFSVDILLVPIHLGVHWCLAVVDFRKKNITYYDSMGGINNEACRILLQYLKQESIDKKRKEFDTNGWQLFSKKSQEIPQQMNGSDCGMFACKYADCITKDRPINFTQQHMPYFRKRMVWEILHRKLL
#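 Assay system: hSENP1 catalytic domain, recombinant. Amount: SENP1 enzyme, 20 pM final. Schedule: 50 min reaction, RT, dark. Technique: FRET, CFP and YFP emission. Control set: no-enzyme wells low, DMSO-plus-enzyme wells high control.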
# UBC13 polyUb: UBC13 polyubiquitin chain formation inhibitors, primary screen, biochemical, TR-FRET, uHTS | hit rate 0.47% among 330,000 | inhibition, % at 20 µM | Ubiquitin-conjugating enzyme E2 N (Homo sapiens), P61088; in the data active means inhibition above about 45%, passing the limit was not always enough
# Target sequence (P61088 whole entry, looked up): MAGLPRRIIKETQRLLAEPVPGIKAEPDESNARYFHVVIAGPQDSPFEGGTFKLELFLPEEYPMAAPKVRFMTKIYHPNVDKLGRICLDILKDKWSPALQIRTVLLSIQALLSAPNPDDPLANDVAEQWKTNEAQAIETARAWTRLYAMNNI
# SENP7 inh: SENP7 protease inhibitors, primary screen, biochemical, luminescence, uHTS; recombinant SENP7, Z-RLRGG-aminoluciferin luminescence, 40 min; inhibition, % at 5 µM; hit rate 1.5% among 330,000;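 active means inhibition above about 50% at the single test dose, limit read from the data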;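 further: plate controls were DMSO with enzyme for no effect and no enzyme buffer wells for full effect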
# SENP6 block: SENP6 protease inhibitors, primary screen, biochemical, luminescence, uHTS; Sentrin-specific protease 6 (Homo sapiens), Q9GZR1; inhibition, % at 10 µM; AID 2599, 2010; hit rate 1.8% among 330,000; Recombinant SENP6 catalytic domain, aminoluciferin luminescence;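 active means inhibition above about 50% at the single tested dose, limit read from the data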;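 further: plate controls were DMSO wells with enzyme for no effect and DMSO wells lacking enzyme for full effect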
# Target sequence (Q9GZR1 628-1112 limits assumed): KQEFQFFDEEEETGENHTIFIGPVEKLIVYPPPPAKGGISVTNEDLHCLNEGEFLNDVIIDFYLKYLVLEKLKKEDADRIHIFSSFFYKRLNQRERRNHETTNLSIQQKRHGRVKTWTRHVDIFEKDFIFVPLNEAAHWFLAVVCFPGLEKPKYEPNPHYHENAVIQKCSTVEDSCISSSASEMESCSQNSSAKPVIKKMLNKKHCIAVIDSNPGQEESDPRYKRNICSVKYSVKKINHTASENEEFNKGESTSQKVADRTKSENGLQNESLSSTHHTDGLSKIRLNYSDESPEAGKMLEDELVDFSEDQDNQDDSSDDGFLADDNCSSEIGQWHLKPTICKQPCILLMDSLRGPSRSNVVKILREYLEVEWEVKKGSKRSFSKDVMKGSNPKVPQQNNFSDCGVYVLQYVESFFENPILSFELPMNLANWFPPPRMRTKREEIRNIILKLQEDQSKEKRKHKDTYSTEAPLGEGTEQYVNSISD
# PfGluPho inh: PfG6PD enzyme inhibitors, primary screen, biochemical, fluorescence intensity, uHTS | glucose-6-phosphate dehydrogenase-6-phosphogluconolactonase (Plasmodium falciparum 3D7) | PfGluPho enzyme, NADPH resazurin-diaphorase fluorescence | inhibition, % at 20 µM | hit rate 0.78% among 350,000;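 active means inhibition reaching at least a set limit at 20 µM in the primary screen, cut at about 59% in these data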;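 further: 0% = DMSO wells with substrate and 100% = DMSO wells lacking glucose-6-phosphate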
# SENP8 block-1: SENP8 protease inhibitors, primary screen, biochemical, luminescence; Sentrin-specific protease 8 (Homo sapiens), Q96LD8; purified SENP8, Z-RLRGG-aminoluciferin cleavage; inhibition, % at 10 µM; hit rate 1.2% among 330,000; AID 2540, 2010; in the data active means inhibition above about 50%
# beta cell repl: inducers of MIN6 beta-cell proliferation, primary screen, ATP luminescence, uHTS; MIN6 cells proliferation, ATPlite luminescence, 48 h; cells starved in 0.2% serum; 100% = growth in 10% serum; proliferation, % at 10 µM; hit rate 0.29% among 330,000; AID 2380, 2010;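 active means compounds whose signal lies at least 3.5 SD above the mean of all wells on their plate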;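 further: 0% = DMSO-treated cells in low-serum medium and 100% = 10% serum control; some compounds called inactive have numbers as strong as hits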
# SENP8 block-2: human SENP8 protease inhibitors, primary screen, biochemical, fluorescence, Nedd8 protein substrate, uHTS; Sentrin-specific protease 8 (Homo sapiens), Q96LD8; recombinant SENP8; inhibition, % at 20 µM; hit rate 0.64% among 360,000; AID 602440, 2012; in the data active means inhibition mostly above about 40%, no sharp cut-off; inactive means mostly below about 27%
# HKDC1 inh: HKDC1 hexokinase inhibitors, primary screen, biochemical, fluorescence, uHTS. recombinant HKDC1, G6PDH/diaphorase resazurin coupled fluorescence. hit rate 0.16% among 340,000. Q2TB90. inhibition, % at 20 µM;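 active means inhibition above about 35% when tested at 20 µM, limit read from the data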;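 further: plate controls were DMSO wells with enzyme for no effect and DMSO wells lacking enzyme for full effect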
#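 Incubation: 90 min at room temperature in dark / Material: recombinant HKDC1 (HK5) hexokinase enzyme, produced in-house / Quantity: enzyme 5 µg/mL final / Compound: one dose of 20 µM, 1% DMSO / Reagent: glucose and ATP substrates / Buffer or medium: Tris pH 8.0 buffer with MgCl2, Tween-20, BSA, BME / Technique: resorufin fluorescence at 613 nm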
# Numbers without * were called inactive; x = no result given.
# Field names – A = SENP1 FRET inh; B = UBC13 polyUb; C = SENP7 inh; D = SENP6 block; E = PfGluPho inh; F = SENP8 block-1; G = beta cell repl; H = SENP8 block-2; I = HKDC1 inh
COc1ccccc1O
  A: -5; B: -6; C: 5; D: 4; E: -9; F: 4; G: -3; H: 0; I: 13

Cc1cccc(C(=O)NNC2=CC(=O)CC(C)(C)C2)c1O
  A: -11; B: 8; C: 2; D: -7; E: -1; F: -3; G: -2; H: -21; I: -3

COc1cc(OC)c(OC)cc1CN1CCN(Cc2ccco2)CC1
  A: 4; B: -1; C: 5; D: 21; E: 0; F: 24; G: -3; H: -7; I: -4

CC1CCc2[nH]c3ccc(C(=O)N(C)CC(=O)Nc4cccc(F)c4)cc3c2C1 (stereo not drawn)
  A: -10; B: 2; C: 3; D: -1; E: 9; F: 6; G: -5; H: 8; I: -2

CC1(C(=O)NCCCN2CCOCC2)Oc2cccnc2NC1=O (stereo not drawn)
  A: 0; B: 3; C: 6; D: -1; E: -5; F: -6; G: -2; H: 11; I: -2

Cc1ccc2nc(N/C(=N/S(=O)(=O)c3ccc(F)cc3)c3ccccc3)sc2c1
  A: 1; B: -22; C: 4; D: 8; E: -35; F: 0; G: -6; H: -37; I: -1

Cc1nn(CC(=O)N2CC(=O)Nc3ccccc32)c(C)c1[N+](=O)[O-]
  A: 0; B: -3; C: 10; D: 7; E: 9; F: 4; G: -1; H: 8; I: -1

Cc1ccc(NC(=O)c2ccc3[nH]c(=O)c(=O)[nH]c3c2)nc1
  A: -10; B: 3; C: -2; D: 17; E: 1; F: -7; G: 0; H: -188; I: 0

COc1cc(OC)c(C2SCCN2S(=O)(=O)c2ccc(F)cc2)cc1OC (stereo not drawn)
  A: 1; B: -6; C: -6; D: -6; E: 13; F: -14; G: 1; H: 10; I: -3

COc1ccc(NS(=O)(=O)c2cc(NC(=O)CCc3ccc(OC)c(OC)c3)ccc2N2CCOCC2)cc1
  A: 1; B: x; C: x; D: x; E: 9; F: x; G: x; H: 12; I: -3

CN(c1ccc(O)cc1)c1nc(-c2cccs2)cs1
  A: -2; B: 17; C: -7; D: -27; E: 5; F: 3; G: -3; H: 25; I: -4

Cc1ccc(N(CC(=O)NC2CCCCC2)C(=O)CNC(=O)c2ccco2)cc1C
  A: 0; B: 1; C: -5; D: -20; E: -10; F: -6; G: -1; H: 14; I: -4

O=C(Nc1ccc(Cl)c(C(F)(F)F)c1)N1CCCC(O)C1 (stereo not drawn)
  A: -1; B: 1; C: -3; D: -16; E: 6; F: -14; G: -4; H: 12; I: 3

O=C(c1cc([N+](=O)[O-])ccc1N1CCCCC1)N1CCc2ccccc21
  A: -10; B: 0; C: 1; D: 0; E: 23; F: 2; G: -2; H: 21; I: 1

Cc1[nH]c2ccccc2c1C=NNC(=O)c1cc(-c2cccnc2)nc2ccccc12
  A: 16; B: -14; C: -6; D: -17; E: 21; F: -13; G: -1; H: 12; I: -1

Cc1ccc(C2=Nc3ccccc3N=C(C(Cl)Cl)C2)cc1
  A: -83; B: -11; C: 58*; D: 84*; E: 10; F: 69*; G: -5; H: -65; I: -2

COc1ccc(C(=O)NC2CC2)cc1OC1CCN(C(C)CSC)CC1 (stereo not drawn)
  A: -39; B: 3; C: -3; D: 7; E: -14; F: 14; G: 2; H: 6; I: 3

CC(=O)c1cc(C#N)c(SCc2ccc([N+](=O)[O-])cc2)nc1C
  A: 11; B: 16; C: 2; D: 3; E: -1; F: 4; G: 2; H: 34; I: -1

C[C@@H](NC(=O)CN1C(=O)c2ccccc2S1(=O)=O)c1ccccc1
  A: 0; B: -2; C: 7; D: 0; E: -7; F: 5; G: 2; H: 14; I: 1

O=C(/C=C/c1ccc(Cl)c(Cl)c1)NCCCn1ccnc1
  A: -2; B: -2; C: 5; D: -18; E: 1; F: 1; G: -2; H: 2; I: -4

S=C(NCCCc1ccccc1)NCc1ccccc1
  A: 0; B: 2; C: 8; D: -22; E: 12; F: 3; G: -5; H: 5; I: 5

Cc1ccc(N=Cc2c(O)c3ccccc3oc2=O)cc1F
  A: -13; B: 5; C: 70*; D: -11; E: -2; F: 35; G: -3; H: -200; I: -3

O=C(CSc1nc2ccc(NC(=O)C3CCCCC3)cc2s1)NCC1CCCO1 (stereo not drawn)
  A: -7; B: -16; C: -8; D: -23; E: 5; F: -11; G: -4; H: -18; I: -6

Cc1ccc2nc(Cl)nc(-c3ccccc3)c2c1
  A: 2; B: 21; C: 8; D: -4; E: -7; F: 0; G: 0; H: -264; I: -1

COc1cccc(NC(=O)N2C3CCCC2CC(NC(=O)C(C)(C)C)C3)c1 (stereo not drawn)
  A: 2; B: -8; C: 1; D: 3; E: 5; F: 11; G: 1; H: -1; I: 3

O=C(NC1CCCC1)C(c1cccs1)N(CC1CCCO1)C(=O)Cc1cccs1 (stereo not drawn)
  A: -1; B: -2; C: 5; D: 7; E: 2; F: 4; G: -1; H: 10; I: -3

CCS(=O)(=O)N1Cc2ccccc2CC1C(=O)Nc1ccc(F)c(F)c1 (stereo not drawn)
  A: -3; B: 1; C: 9; D: -7; E: 11; F: 2; G: 0; H: 8; I: -4

COc1ccc(CNC(=O)COC(=O)c2ccc(Br)cc2)cc1
  A: 3; B: 9; C: 1; D: 21; E: -15; F: 6; G: 0; H: 5; I: -5

COC(=O)c1cc2occc2n1CC(=O)Nc1cc(OC)cc(OC)c1
  A: 1; B: 6; C: -4; D: 5; E: 2; F: 2; G: -3; H: -5; I: 5

CCCN(CC(=O)Nc1ccc(Cl)cc1Cl)C(=O)/C=C/c1ccco1
  A: -3; B: -2; C: 4; D: -2; E: 2; F: 0; G: 5; H: 12; I: 13

Cn1c(Cn2cnc3ccccc32)nc2ccccc21
  A: -6; B: 2; C: 7; D: 4; E: -20; F: 10; G: -2; H: 16; I: -3

O=C(CCN1C(=O)c2ccccc2C1=O)Nc1cccc(S(=O)(=O)N2CCCCC2)c1
  A: -2; B: 4; C: -1; D: -4; E: -11; F: 1; G: -1; H: 6; I: -2

CCOc1cccc(=O)c2c(C)oc(C)c12
  A: 9; B: -2; C: 4; D: 12; E: -4; F: 2; G: -3; H: 18; I: -2

Cc1nc2ccc([N+](=O)[O-])cc2c(=O)n1Cc1ccccc1Br
  A: 0; B: -4; C: -3; D: 2; E: -10; F: -2; G: 0; H: 2; I: 9

CN(CC(=O)Nc1ccc(F)cc1)C(=O)CSc1ncccn1
  A: 1; B: 0; C: -1; D: -3; E: 9; F: 0; G: 5; H: 22; I: -2

CCCCc1ccc(-c2ccc(C)cc2O)nc1
  A: -1; B: 19; C: 72*; D: 14; E: 14; F: 53*; G: -3; H: 27; I: 2

NC(=O)C(C1=CCCCC1)c1ccccc1 (stereo not drawn)
  A: 0; B: x; C: x; D: x; E: -6; F: x; G: x; H: 8; I: -5

CCOCCCNC(=O)CS(=O)(=O)Cc1nc(-c2cccc(OC)c2)oc1C
  A: -1; B: 7; C: 5; D: 3; E: -4; F: -1; G: 2; H: 8; I: 12

COc1ccc(/C=C/c2noc(-c3ccccc3OC(C)=O)n2)cc1
  A: 0; B: 0; C: 88*; D: 89*; E: -5; F: 88*; G: 0; H: -32; I: 4

Cc1ccc(C2=NS(=O)(=O)N(C)C(C(=O)NC(C)c3ccccc3)=C2)cc1 (stereo not drawn)
  A: -1; B: -1; C: -2; D: -6; E: 19; F: -3; G: -2; H: -93; I: 6

N#Cc1ccsc1NC(=O)CN1CCN(S(=O)(=O)c2cc(Cl)ccc2Cl)CC1
  A: -12; B: -8; C: 0; D: -12; E: -3; F: -14; G: -4; H: 2; I: 14

Cc1ccc(S(=O)(=O)NC(=O)Nc2c(C)n(C)n(-c3ccccc3)c2=O)cc1
  A: 5; B: 2; C: 3; D: -7; E: 5; F: -5; G: -1; H: 4; I: -12

O=C(Nc1ccnn1C1CCN(Cc2cc(Cl)ccc2O)CC1)C1CC1
  A: 0; B: -3; C: 22; D: -9; E: -5; F: -10; G: 0; H: 20; I: 3

COc1ccc2c(c1)[nH]c1c(=O)n(CCN3CCCC3)cnc12
  A: -2; B: 10; C: -5; D: -4; E: 9; F: 3; G: 1; H: 1; I: -3

COc1ccc(CN2CCN(C3CCSCC3)CC2CCO)c(C)c1C (stereo not drawn)
  A: 1; B: -9; C: 5; D: 24; E: 4; F: 4; G: 1; H: 13; I: -6

O=[N+]([O-])c1ccc(S(=O)(=O)N/N=C/c2cccs2)cc1
  A: 0; B: -21; C: 6; D: -2; E: -13; F: 1; G: -4; H: 21; I: -6

CCOC(=O)C1=C(C)NC(=O)C(C(N)=O)C1c1ccccc1 (stereo not drawn)
  A: 0; B: -3; C: 4; D: 5; E: -7; F: 0; G: -2; H: 11; I: 4

S=c1[nH]nc(-c2cc3c(s2)-c2ccccc2CC3)o1
  A: -16; B: 17; C: -6; D: 50; E: 5; F: 48; G: -3; H: -492; I: 4

O=C(/C=C/Nc1ccc(S(=O)(=O)Nc2cnc3ccccc3n2)cc1)c1ccccc1
  A: -95; B: -17; C: -3; D: -7; E: -18; F: -8; G: 0; H: -329; I: 3

# Gathered by group, the compounds so far with fluorine (7)
# Field names – A = SENP1 FRET inh; B = UBC13 polyUb; C = SENP7 inh; D = SENP6 block; E = PfGluPho inh; F = SENP8 block-1; G = beta cell repl; H = SENP8 block-2; I = HKDC1 inh
CC1CCc2[nH]c3ccc(C(=O)N(C)CC(=O)Nc4cccc(F)c4)cc3c2C1 (stereo not drawn)
  A: -10; B: 2; C: 3; D: -1; E: 9; F: 6; G: -5; H: 8; I: -2

Cc1ccc2nc(N/C(=N/S(=O)(=O)c3ccc(F)cc3)c3ccccc3)sc2c1
  A: 1; B: -22; C: 4; D: 8; E: -35; F: 0; G: -6; H: -37; I: -1

COc1cc(OC)c(C2SCCN2S(=O)(=O)c2ccc(F)cc2)cc1OC (stereo not drawn)
  A: 1; B: -6; C: -6; D: -6; E: 13; F: -14; G: 1; H: 10; I: -3

O=C(Nc1ccc(Cl)c(C(F)(F)F)c1)N1CCCC(O)C1 (stereo not drawn)
  A: -1; B: 1; C: -3; D: -16; E: 6; F: -14; G: -4; H: 12; I: 3

Cc1ccc(N=Cc2c(O)c3ccccc3oc2=O)cc1F
  A: -13; B: 5; C: 70*; D: -11; E: -2; F: 35; G: -3; H: -200; I: -3

CCS(=O)(=O)N1Cc2ccccc2CC1C(=O)Nc1ccc(F)c(F)c1 (stereo not drawn)
  A: -3; B: 1; C: 9; D: -7; E: 11; F: 2; G: 0; H: 8; I: -4

CN(CC(=O)Nc1ccc(F)cc1)C(=O)CSc1ncccn1
  A: 1; B: 0; C: -1; D: -3; E: 9; F: 0; G: 5; H: 22; I: -2

# Screening results deposited in PubChem by Sanford-Burnham Center for Chemical Genomics.
